MT1-MMP act inh: inhibitors of human MT1-MMP activation; GFP/RFP ratio change, % at 20 µM; 360,000 compounds, 0.061% hits; HT1080 RFP-PRO-GFP cells, GFP/RFP ratio fluorescence, overnight; percent of plate control window, DMSO zero; P50281; AID 651647;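 active = GFP/RFP ratio change of at least 30% with cell ATP level not reduced by more than half and red fluorescence within 50% of control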; note: strong numbers were not always called active
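Material: RFP-PRO-GFP reporter HT1080 cells. Dosing: single-point 20 µM compound, 1% DMSO. Controls: DMSO and RFP-L50D-GFP cell wells. Timing: cells overnight before dosing, compound overnight, 37 °C, 5% CO2. Measure: GFP/RFP fluorescence ratio.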
Rpn11 inh: Rpn11 (human) deubiquitinase inhibition. O00487. human 26S proteasome, Ub4-pepOG fluorescence polarization; 20S core pre-blocked with epoxomicin. calls only at 20 µM. 360,000 compounds, 0.59% hits. AID 588493;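 active = inhibition at 20 µM, scaled to each plate's controls, above about 33%, limit read from the data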
Target sequence (O00487 whole entry, looked up): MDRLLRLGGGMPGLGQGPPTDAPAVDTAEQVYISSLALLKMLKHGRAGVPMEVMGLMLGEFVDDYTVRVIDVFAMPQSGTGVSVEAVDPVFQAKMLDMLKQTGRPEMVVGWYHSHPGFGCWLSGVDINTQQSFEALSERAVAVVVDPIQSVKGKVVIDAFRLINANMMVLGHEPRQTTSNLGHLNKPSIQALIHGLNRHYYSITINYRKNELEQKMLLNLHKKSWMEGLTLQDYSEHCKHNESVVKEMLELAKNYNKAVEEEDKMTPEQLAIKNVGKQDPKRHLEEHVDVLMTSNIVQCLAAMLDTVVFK
MsrA act: activates bovine MsrA enzyme | purified bovine MsrA, absorbance read-out | activation, % at 10.6 µM | 360,000 compounds, 0.3% hits | AID 602163; in the data active = activation above about 7.5%;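 note: 0% = vehicle and 100% = reference activator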
MsrA inhibitor: bovine MsrA inhibition; purified bovine MsrA, absorbance read-out; inhibition, % at 15.5 µM; 360,000 compounds, 0.75% hits; in the data active = inhibition above about 4.5%;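 note: 0% = vehicle wells with enzyme and 100% = reference inhibitor wells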
MLLE-PAM2 inh: blocks PAM2 peptide binding to the PABP1 MLLE domain. P11940. GST-MLLE / FITC-PAM2 fluorescence polarization. inhibition, % at 20 µM. 360,000 compounds, 0.36% hits; in the data active = inhibition above about 35%, passing the limit was not always enough;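 note: plate controls were DMSO wells with GST-MLLE for no effect and wells lacking GST-MLLE protein for full effect; some results filed as inactive read as strong as hits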
Target sequence (P11940 whole entry, looked up, the tested form may be a part): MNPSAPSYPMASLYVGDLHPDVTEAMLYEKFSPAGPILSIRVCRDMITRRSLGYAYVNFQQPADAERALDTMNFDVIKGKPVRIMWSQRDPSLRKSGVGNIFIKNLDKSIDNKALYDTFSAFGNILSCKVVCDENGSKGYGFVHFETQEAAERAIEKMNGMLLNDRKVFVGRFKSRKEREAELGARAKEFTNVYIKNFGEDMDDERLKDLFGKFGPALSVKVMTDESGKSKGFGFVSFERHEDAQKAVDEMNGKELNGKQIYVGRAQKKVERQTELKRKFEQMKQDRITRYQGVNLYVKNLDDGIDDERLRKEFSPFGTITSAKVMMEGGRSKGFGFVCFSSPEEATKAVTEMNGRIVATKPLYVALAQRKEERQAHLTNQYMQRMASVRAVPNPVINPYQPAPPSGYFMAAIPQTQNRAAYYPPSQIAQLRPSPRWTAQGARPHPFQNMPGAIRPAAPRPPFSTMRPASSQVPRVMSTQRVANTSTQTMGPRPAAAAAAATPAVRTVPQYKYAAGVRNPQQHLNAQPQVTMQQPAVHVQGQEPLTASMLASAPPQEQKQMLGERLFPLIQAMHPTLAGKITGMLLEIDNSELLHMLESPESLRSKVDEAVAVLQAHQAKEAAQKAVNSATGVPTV
CSN deneddyl inh: inhibitors of human CSN-mediated cullin deneddylation; Purified CSN, SCF-Nedd8-OG deneddylation, fluorescence polarization; 360,000 compounds, 0.38% hits; inhibition, % at 12.5 µM; Q92905;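 active = pattern-corrected inhibition above about 35%, with an unprinted fluorescence ratio check between 0.5 and 1.5, limit read from the data, passing the limit was not always enough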;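 note: 0% = enzyme with substrate and 100% = substrate without enzyme; some results filed as inactive read as strong as hits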
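Test system: purified human Csn5 enzyme expressed in HEK293T cells. Amount: 0.24 nM enzyme. Reagent: SCFSkp2-Nedd8OG substrate at 10 nM final. Schedule: 90 min incubation of compound, enzyme and substrate at room temperature. Detection: fluorescence polarization. Read-out: % inhibition of substrate cleavage by Csn5.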
Rin1 Abl inh: inhibitors of human Rin1-Abl protein interaction. AID 588664. inhibition, % at 7.35 µM. P00519+Q13671. 360,000 compounds, 0.4% hits. TR-FRET Rin1/Abl binding, biochemical; in the data active = inhibition above about 5%, passing the limit was not always enough
E coli Lon inh: E. coli protease La inhibition | inhibition, % at 7.94 µM | purified E. coli Lon protease, fluorescence polarization | AID 602123 | P0A9M0 | 360,000 compounds, 0.42% hits; in the data active = inhibition above about 13%, passing the limit was not always enough;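 note: 0% = enzyme with probe and DMSO and 100% = no enzyme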
FAS TE block: FAS thioesterase (human) inhibition | P49327 | recombinant FAS-TE, OMFH fluorogenic substrate, fluorescence endpoint | inhibition, % at 15 µM | 360,000 compounds, 0.67% hits | AID 602261;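 active = compounds whose normalised, plate-corrected inhibition of enzyme fluorescence in the single-dose primary screen is 50% or more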;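 note: 0% = DMSO with enzyme and 100% = substrate without enzyme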
Starred values were filed as active, the others as inactive.

How did CCOc1ccccc1C1NC(=O)NC(C)=C1C(=O)OCc1ccccc1 (stereo not given) do in these assays?
MT1-MMP act inh: 0; Rpn11 inh: inactive; MsrA act: -1; MsrA inhibitor: 0.9; MLLE-PAM2 inh: -9; CSN deneddyl inh: -1; Rin1 Abl inh: 1; E coli Lon inh: -11; FAS TE block: 2

What do the screens show for `CCOC(=O)C(=O)Nc1nnc(C2CCCCC2)s1`?
MT1-MMP act inh: -2; Rpn11 inh: inactive; MsrA act: -7; MsrA inhibitor: 0.5; MLLE-PAM2 inh: 29; CSN deneddyl inh: -3; Rin1 Abl inh: -2; E coli Lon inh: 1; FAS TE block: -9

How did CC(C)NS(=O)(=O)c1cc(F)ccc1CN1C(=O)c2cccnc2C1=O do in these assays?
MT1-MMP act inh: 0; Rpn11 inh: inactive; MsrA act: -8; MsrA inhibitor: -0.2; MLLE-PAM2 inh: 4; CSN deneddyl inh: 0; Rin1 Abl inh: 2; E coli Lon inh: -2; FAS TE block: -4

What do the screens show for `O=C(COC(=O)c1cnccn1)c1cccc([N+](=O)[O-])c1`?
MT1-MMP act inh: 3; Rpn11 inh: inactive; MsrA act: -1; MsrA inhibitor: -0.4; MLLE-PAM2 inh: 2; CSN deneddyl inh: -2; Rin1 Abl inh: 3; E coli Lon inh: 1; FAS TE block: -1

Results for COc1ccc2nc(C)cc(SCC(=O)N3CCCCC3)c2c1 ?
MT1-MMP act inh: -1; Rpn11 inh: inactive; MsrA act: -2; MsrA inhibitor: -0.1; MLLE-PAM2 inh: 11; CSN deneddyl inh: 8; Rin1 Abl inh: -20; E coli Lon inh: 10; FAS TE block: -3

How did CCOC(=O)Nc1nn(-c2ccc(C)cc2)c(=O)c(C#N)c1C do in these assays?
MT1-MMP act inh: 1; Rpn11 inh: inactive; MsrA act: -4; MsrA inhibitor: 0.4; MLLE-PAM2 inh: -5; CSN deneddyl inh: -9; Rin1 Abl inh: 1; E coli Lon inh: -4; FAS TE block: -4

What do the screens show for `COc1cc(C#Cc2c(-c3cncn3C)n(C)c3ccc(-c4ccc(CN5CCOCC5)cc4)cc23)cc(OC)c1`?
MT1-MMP act inh: -7; Rpn11 inh: inactive; MsrA act: -1; MsrA inhibitor: 3.4; MLLE-PAM2 inh: 7; CSN deneddyl inh: 3; Rin1 Abl inh: -1; E coli Lon inh: -6; FAS TE block: 18

How did Cc1ccc(NC(=O)CN2C(=O)S/C(=C\c3cc(Cl)c(OCC(=O)O)c(Cl)c3)C2=O)cc1 do in these assays?
MT1-MMP act inh: -2; Rpn11 inh: inactive; MsrA act: 1; MsrA inhibitor: -0.4; MLLE-PAM2 inh: 15; CSN deneddyl inh: 15; Rin1 Abl inh: 2; E coli Lon inh: -1; FAS TE block: 7

Results for COc1ccc(C(CNC(=O)c2ccc(NS(=O)(=O)c3ccc4c(c3)OCCO4)cc2)N(C)C)cc1 (stereo not given) ?
MT1-MMP act inh: -5; Rpn11 inh: inactive; MsrA act: 2; MsrA inhibitor: 0.1; MLLE-PAM2 inh: 10; CSN deneddyl inh: 2; Rin1 Abl inh: 1; E coli Lon inh: -13; FAS TE block: -4

How did COc1ccc(S(=O)(=O)N(C)C[C@H]2Oc3c(NC(=O)C4CC4)cccc3C(=O)N([C@H](C)CO)C[C@@H]2C)cc1 do in these assays?
MT1-MMP act inh: 0; Rpn11 inh: inactive; MsrA act: -4; MsrA inhibitor: 0.0; MLLE-PAM2 inh: -2; CSN deneddyl inh: 0; Rin1 Abl inh: 7; E coli Lon inh: -13; FAS TE block: -3

Results for CCCCNC(=O)CSc1nc2cc3c(cc2c(=O)n1CCCN(CC)CC)OCO3 ?
MT1-MMP act inh: -1; Rpn11 inh: inactive; MsrA act: 2; MsrA inhibitor: 1.3; MLLE-PAM2 inh: 14; CSN deneddyl inh: -4; Rin1 Abl inh: 0; E coli Lon inh: 1; FAS TE block: -3

What do the screens show for `O=C(N/N=C/c1ccc([N+](=O)[O-])o1)c1ccc(NS(=O)(=O)c2cccs2)cc1`?
MT1-MMP act inh: -13; Rpn11 inh: inactive; MsrA act: -3; MsrA inhibitor: 2.5; MLLE-PAM2 inh: -12; CSN deneddyl inh: 13; Rin1 Abl inh: -6; E coli Lon inh: -14; FAS TE block: -4

Results for Cc1nn(C)c(C)c1NC(=O)COc1ccc(Cl)cc1 ?
MT1-MMP act inh: 12; Rpn11 inh: inactive; MsrA act: -3; MsrA inhibitor: -0.2; MLLE-PAM2 inh: -3; CSN deneddyl inh: 2; Rin1 Abl inh: 2; E coli Lon inh: -10; FAS TE block: -2

How did Cc1ccc(NCC2(N=Cc3ccccc3)OC(CO)C(O)C2O)cc1 (stereo not given) do in these assays?
MT1-MMP act inh: 1; Rpn11 inh: inactive; MsrA act: -3; MsrA inhibitor: 0.2; MLLE-PAM2 inh: -18; CSN deneddyl inh: 4; Rin1 Abl inh: 0; E coli Lon inh: 0; FAS TE block: -3

How did CC1=NN(Cc2ccccc2)C(=O)/C1=C\c1ccc(N(C)C)cc1 do in these assays?
MT1-MMP act inh: 6; Rpn11 inh: inactive; MsrA act: -3; MsrA inhibitor: -0.6; MLLE-PAM2 inh: -25; CSN deneddyl inh: 7; Rin1 Abl inh: -11; E coli Lon inh: -13; FAS TE block: -10

What do the screens show for `Cc1ccc(-c2nnc3n2N=C(c2ccccc2)CS3)cc1`?
MT1-MMP act inh: 0; Rpn11 inh: inactive; MsrA act: -2; MsrA inhibitor: -0.5; MLLE-PAM2 inh: -4; CSN deneddyl inh: 4; Rin1 Abl inh: -1; E coli Lon inh: 1; FAS TE block: -1

Results for O=C(O)CN1C(=O)/C(=C\c2cc(Br)ccc2OCc2ccc(Cl)cc2Cl)SC1=S ?
MT1-MMP act inh: -2; Rpn11 inh: active; MsrA act: -1; MLLE-PAM2 inh: 12; CSN deneddyl inh: 36*; Rin1 Abl inh: 1; E coli Lon inh: 12; FAS TE block: 86*

How did Cc1ccc(C)c(OCC(=O)Nc2ccc(N3CCOCC3)cc2)c1 do in these assays?
MT1-MMP act inh: 1; Rpn11 inh: inactive; MsrA act: -4; MsrA inhibitor: -0.2; MLLE-PAM2 inh: -10; CSN deneddyl inh: -6; Rin1 Abl inh: 2; E coli Lon inh: -6; FAS TE block: 0

Results for C[C@@H](NC(=O)c1[nH]cnc1C(=O)Nc1ccon1)c1ccccc1 ?
MT1-MMP act inh: 3; Rpn11 inh: inactive; MsrA act: -7; MsrA inhibitor: -0.3; MLLE-PAM2 inh: 3; CSN deneddyl inh: -1; Rin1 Abl inh: 1; E coli Lon inh: 5; FAS TE block: -2

Results for Nc1ncnc2c1ncn2[C@@H]1O[C@H](CN2CCCS2(=O)=O)[C@@H](O)[C@H]1O ?
MT1-MMP act inh: 2; Rpn11 inh: inactive; MsrA act: -1; MsrA inhibitor: 0.9; MLLE-PAM2 inh: -12; CSN deneddyl inh: -7; Rin1 Abl inh: -2; E coli Lon inh: -5; FAS TE block: -6

What do the screens show for `COc1ccc(/C=N\NC(=O)COc2ccccc2)c(C(=O)O)c1OC`?
MT1-MMP act inh: 0; Rpn11 inh: inactive; MsrA act: -4; MsrA inhibitor: 1.1; MLLE-PAM2 inh: 5; CSN deneddyl inh: 6; Rin1 Abl inh: -3; E coli Lon inh: 7; FAS TE block: -5

What do the screens show for `N#Cc1c(Nc2ccccc2)s[nH]c1=O`?
MT1-MMP act inh: -4; Rpn11 inh: inactive; MsrA act: -6; MsrA inhibitor: 2.1; MLLE-PAM2 inh: -127; CSN deneddyl inh: -4; Rin1 Abl inh: 3; E coli Lon inh: -1; FAS TE block: 0

What do the screens show for `Cc1ccc(-c2nc3ccccc3[nH]2)cc1N`?
MT1-MMP act inh: 9; Rpn11 inh: inactive; MsrA act: -2; MsrA inhibitor: 0.0; MLLE-PAM2 inh: -13; CSN deneddyl inh: 10; Rin1 Abl inh: 1; E coli Lon inh: -1; FAS TE block: -9

How did CCCCCCCCN1C(=O)[C@H](CC(=O)N2CCCCC2)C[C@@]2(C(=O)OCC)CCCC=C12 do in these assays?
MT1-MMP act inh: -7; MsrA act: 1; MsrA inhibitor: -1.1; CSN deneddyl inh: -4; E coli Lon inh: 0; FAS TE block: 13

Results for O=S(=O)(Nc1ccc(Cc2ccncc2)cc1)c1ccc(Br)s1 ?
MT1-MMP act inh: -18; Rpn11 inh: inactive; MsrA act: -9; MsrA inhibitor: -1.0; MLLE-PAM2 inh: -19; CSN deneddyl inh: 2; Rin1 Abl inh: -3; E coli Lon inh: 5; FAS TE block: 3

Results for COc1ccc(C(=O)O)cc1S(=O)(=O)NC(C)C ?
MT1-MMP act inh: -2; Rpn11 inh: inactive; MsrA act: 1; MsrA inhibitor: 1.5; MLLE-PAM2 inh: 16; CSN deneddyl inh: 1; Rin1 Abl inh: -3; E coli Lon inh: -2; FAS TE block: -4

Results for CCc1nnc(N/N=C/c2c(C)[nH]c3ccccc23)n1N ?
MT1-MMP act inh: 1; Rpn11 inh: inactive; MsrA act: 7; MsrA inhibitor: 2.1; MLLE-PAM2 inh: -10; CSN deneddyl inh: -5; Rin1 Abl inh: 3; E coli Lon inh: 0; FAS TE block: -4

What do the screens show for `CCC(=O)Nc1nnc(SCC(=O)N2c3ccccc3CC2C)s1` (stereo not given)?
MT1-MMP act inh: -1; Rpn11 inh: inactive; MsrA act: -4; MsrA inhibitor: -0.9; MLLE-PAM2 inh: 7; CSN deneddyl inh: -2; Rin1 Abl inh: 2; E coli Lon inh: -13; FAS TE block: -6

What do the screens show for `CCN(CC(=O)NCc1ccc(Cl)cc1)C(=O)CN1C(=O)NC(CC)(c2ccccc2)C1=O` (stereo not given)?
MT1-MMP act inh: -1; Rpn11 inh: inactive; MsrA act: -4; MsrA inhibitor: 0.2; MLLE-PAM2 inh: -6; CSN deneddyl inh: 4; Rin1 Abl inh: 3; E coli Lon inh: -6; FAS TE block: -3

What do the screens show for `O=C(COC(=O)CCc1ccccc1)NC12CC3CC(CC(C3)C1)C2`?
MT1-MMP act inh: 0; Rpn11 inh: inactive; MsrA act: -8; MsrA inhibitor: -0.5; MLLE-PAM2 inh: 1; CSN deneddyl inh: -4; Rin1 Abl inh: 1; E coli Lon inh: -2; FAS TE block: 18

Results for CCc1ccc(N(C2C=CS(=O)(=O)C2)S(=O)(=O)c2ccccc2)cc1 (stereo not given) ?
MT1-MMP act inh: 0; Rpn11 inh: inactive; MsrA act: -5; MsrA inhibitor: -1.0; MLLE-PAM2 inh: -9; CSN deneddyl inh: 0; Rin1 Abl inh: -1; E coli Lon inh: 1; FAS TE block: -3

What do the screens show for `CC(C)CSc1nnc2c(n1)[nH]c1ccccc12`?
MT1-MMP act inh: 7; Rpn11 inh: inactive; MsrA act: -3; MsrA inhibitor: 0.9; MLLE-PAM2 inh: -15; CSN deneddyl inh: 3; Rin1 Abl inh: -4; E coli Lon inh: 0; FAS TE block: -12

Results for Cc1ccc(-c2ccc(C(=O)O)o2)cc1Cl ?
MT1-MMP act inh: -1; Rpn11 inh: inactive; MsrA act: -2; MsrA inhibitor: 1.8; MLLE-PAM2 inh: 9; CSN deneddyl inh: 3; Rin1 Abl inh: -1; E coli Lon inh: -9; FAS TE block: -5

Screening results as filed in PubChem.
